EPAC1 ag: qHTS for Agonist of cAMP-regulated guanine nucleotide exchange factor 3 (EPAC1): primary screen; EPAC1 agonist qHTS, biochemical assay; response scale: 100% = response to 6.5 mM cAMP; Rap guanine nucleotide exchange factor 3 (Homo sapiens), O95398; 0.073% of 360,000 active; Potency, µM (doses to about 154 µM), without a hit: at the top dose activation, hits mostly activators; further: potency means the concentration at half of the fitted maximal effect; nearly all actives have a fitted effect of over 60% in size
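Read-out is the fluorescence drop as BODIPY-GDP leaves Rap1B (480 nm excitation, 540 nm emission), recorded every 5 minutes over 30 minutes. Reactions held 100 nM EPAC1, 250 nM Rap1B–BODIPY-GDP and 50 uM GDP, with 6.5 mM cAMP setting full activation.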
WRN inhibitor: qHTS for Inhibitors of WRN Helicase; Bifunctional 3'-5' exonuclease/ATP-dependent helicase WRN (Homo sapiens), Q14191; WRN helicase unwinding, fluorescent forked duplex, kinetic; Potency, µM (top dose mostly 114 µM), without a hit: at the top dose activity change, negative = inhibition, actives largely listed as inhibitors; 0.46% of 360,000 active; further: potency means the concentration at half of the fitted maximal effect; on the % scale 0 is the no-effect control and ±100 the full control effect; nearly all actives have a fitted effect of over 55% in size
Target sequence (Q14191 whole entry, looked up): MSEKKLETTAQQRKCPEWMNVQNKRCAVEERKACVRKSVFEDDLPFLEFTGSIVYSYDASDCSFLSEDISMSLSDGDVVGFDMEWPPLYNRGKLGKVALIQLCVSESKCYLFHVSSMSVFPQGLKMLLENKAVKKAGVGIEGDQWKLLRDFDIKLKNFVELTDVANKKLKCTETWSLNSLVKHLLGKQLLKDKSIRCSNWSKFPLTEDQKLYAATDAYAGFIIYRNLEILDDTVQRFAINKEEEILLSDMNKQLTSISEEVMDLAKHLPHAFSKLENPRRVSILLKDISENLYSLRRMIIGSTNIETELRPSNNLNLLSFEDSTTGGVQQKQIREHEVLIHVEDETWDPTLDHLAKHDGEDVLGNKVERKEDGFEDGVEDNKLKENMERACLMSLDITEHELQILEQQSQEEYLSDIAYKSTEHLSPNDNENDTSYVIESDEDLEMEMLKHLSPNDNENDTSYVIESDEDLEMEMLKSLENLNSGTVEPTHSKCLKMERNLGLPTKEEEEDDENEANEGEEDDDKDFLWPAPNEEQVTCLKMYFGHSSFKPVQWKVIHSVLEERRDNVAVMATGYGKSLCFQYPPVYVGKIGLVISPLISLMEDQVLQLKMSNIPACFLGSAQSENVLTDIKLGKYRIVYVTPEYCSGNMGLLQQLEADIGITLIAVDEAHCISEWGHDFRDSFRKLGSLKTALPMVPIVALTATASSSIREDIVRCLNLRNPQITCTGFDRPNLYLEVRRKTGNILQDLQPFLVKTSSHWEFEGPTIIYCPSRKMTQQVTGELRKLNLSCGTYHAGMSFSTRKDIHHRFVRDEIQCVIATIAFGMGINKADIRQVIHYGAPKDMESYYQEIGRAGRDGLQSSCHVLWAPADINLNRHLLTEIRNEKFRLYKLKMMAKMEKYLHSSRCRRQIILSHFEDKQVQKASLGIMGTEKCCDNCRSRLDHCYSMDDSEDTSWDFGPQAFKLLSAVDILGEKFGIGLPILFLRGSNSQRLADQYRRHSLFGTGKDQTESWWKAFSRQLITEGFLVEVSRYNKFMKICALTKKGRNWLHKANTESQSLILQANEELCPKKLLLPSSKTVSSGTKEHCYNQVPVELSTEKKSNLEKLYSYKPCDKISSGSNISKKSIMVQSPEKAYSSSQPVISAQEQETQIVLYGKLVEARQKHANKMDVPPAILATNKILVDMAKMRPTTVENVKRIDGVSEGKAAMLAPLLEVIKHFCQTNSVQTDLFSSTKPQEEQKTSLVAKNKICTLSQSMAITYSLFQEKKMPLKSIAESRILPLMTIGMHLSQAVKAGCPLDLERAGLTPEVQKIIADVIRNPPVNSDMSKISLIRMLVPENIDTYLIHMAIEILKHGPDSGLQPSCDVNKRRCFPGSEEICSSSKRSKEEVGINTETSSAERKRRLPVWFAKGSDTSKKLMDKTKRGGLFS
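Primary qHTS, 1536-well format. 20 nM WRN + compound, 15 min RT; start with 100 nM forked fluorophore/quencher duplex, 2 mM ATP (final); kinetic read ex 525/em 598 nm.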
EPAC2 antag: qHTS for Antagonist of cAMP-regulated guanine nucleotide exchange factor 2 (EPAC2): primary screen; Rap guanine nucleotide exchange factor 4 (Homo sapiens), Q8WZA2; EPAC2 GEF exchange of Rap1B-BODIPY-GDP, fluorescence; Potency, µM (titrated, usually from 114 µM), for inactives: at the top dose activity, negative = inhibition, usual class: inhibitors; 0.18% of 360,000 active; AID 720708, 2013; further: potency means the concentration at half of the fitted maximal effect; on the % scale 0 is the no-effect control and ±100 the full control effect; nearly all actives have a fitted effect of over 45% in size; many of its hits are not listed in these tables
PLK1 PBD block: qHTS for Inhibitors of PLK1-PDB (polo-like kinase 1 - polo-box domain): Primary Screen; 2.8% of 360,000 active; Plk1 PBD binding of FITC phosphopeptide, fluorescence polarization; Serine/threonine-protein kinase PLK1 (Homo sapiens), P53350; Potency, µM, for inactives: max response, negative = inhibition, usual class: inhibitors; further: potency means the concentration at half of the fitted maximal effect; series mostly up to about 57 µM; on the % scale 0 is the no-effect control and ±100 the full control effect; nearly all actives have a fitted effect of over 65% in size
MmCpn inh: Inhibitors of TCP-1 ring complex (TRiC) of Methanococcus maripaludis (MmCpn): qHTS. Chaperonin Mm-Cpn (Methanococcus maripaludis). purified Mm-Cpn ATPase, ADP Transcreener TR-FRET. Potency, µM (doses to about 76.9 µM), inactives show top-dose activity, negative = inhibition, usual class: inhibitors. 0.031% of 330,000 active. AID 504842, 2011; further: potency means the concentration at half of the fitted maximal effect; on the % scale 0 is the no-effect control and ±100 the full control effect; nearly all actives have a fitted effect of over 80% in size
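Inhibition of chaperonin ATP hydrolysis is measured as reduced ADP production, detected by competitive TR-FRET in which signal falls with ADP. Final enzyme 25 nM and ATP 10 uM, reacted 30 min at 37°C.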
CCT chaperon mod: High-Throughput Screening for Modulators of Cytosolic Chaperonin Activity; purified chaperonin ATPase assay, HTRF ADP detection, 30 min; activity change, % (no concentration beside the values), hits read low; 0.3% of 360,000 active; in the data active means activity change below about -30%; further: on the % scale 0 is the no-effect control and ±100 the full control effect
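Enzyme 40 or 20 nM (batch-dependent) in Tris pH 7.4/KCl/MgCl2/DTT; cpd 76 uM single point; ATP 10 uM; 30 min 37 °C; Transcreener ADP HTRF detection, 30 min RT; ratio 665/615.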
PI5P4Ka inh: qHTS for Inhibitors of phosphatidylinositol 5-phosphate 4-kinase (PI5P4K). Phosphatidylinositol 5-phosphate 4-kinase type-2 alpha (Homo sapiens), P48426. PI5P4Kalpha enzyme, ADP-Glo luminescence, 60 min; active compounds read low. max response, %. 1.2% of 330,000 active; active means max response of -50% or lower; inconclusive means between -30% and -50%; inactive means -30% or higher; further: value at the top dose of about 77 µM; on the % scale 0 is the no-effect control and ±100 the full control effect
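Quantitative HTS of the MLSMR library against PI5P4Kalpha with substrate. ATP added last at 5 microM final; room temperature, 60 minutes. Remaining ATP depleted, ADP converted and read as luminescence.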
EPAC1 antag: qHTS for Antagonist of cAMP-regulated guanine nucleotide exchange factor 3 (EPAC1): primary screen; Rap guanine nucleotide exchange factor 3 (Homo sapiens), O95398; EPAC1 GEF assay, Rap1b-BODIPY-GDP exchange fluorescence; Potency, µM (highest dose often 115 µM), inactives show at the top dose activity change, negative = inhibition, usual class: inhibitors; 0.14% of 360,000 active;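 further: potency means the concentration at half of the fitted maximal effect; plate controls were vehicle for no effect and positive control for full effect; nearly all actives have a fitted effect of over 50% in size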
Numbers without * were called inactive; u = inconclusive; x = no result given; [ ] = remark or other dose. Unless noted, the call rests on the fitted dose curve; in most records, active means well fitted curve in the direction sought with a large enough effect; inconclusive means small, poorly fitted or top-dose-only effect, or another doubt; inactive means no such curve, though single readings can be large; an effect the other way counts as inactive or inconclusive. An excerpt; the hit share may differ from the screen's.

SMILES	EPAC1 ag	WRN inhibitor	EPAC2 antag	PLK1 PBD block	MmCpn inh	CCT chaperon mod	PI5P4Ka inh	EPAC1 antag
CCOc1ccc(C(=O)/C=C/Nc2ccc(S(=O)(=O)N=C(N)N)cc2)cc1	-2%	0%	8%	-2%	-3%	0.2	-14	1%
O=C(COC(=O)c1ccccc1SCC(=O)N1CCCC1)NC1CCS(=O)(=O)C1 (stereo not drawn)	1%	-35%	4%	-28%	3%	0.7	2	-18%
COc1cccc(/C=N/NC(=O)CSc2nnc(C)n2-c2ccccc2)c1O	5%	-12%	-2%	-8%	0%	-3.7	-1	9%
CCOC(=O)CCCCCC(=O)Nc1ccc2c(c1)C(=O)N([C@@H](C)CO)C[C@@H](C)[C@H](CN(C)S(=O)(=O)c1cccs1)OCCCC[C@H](C)O2	-6%	1%	8%	-8%	x	-1.1	0	-1%
CC(=O)c1cn(CC(=O)Nc2ccccc2C(F)(F)F)c2ccccc12	-21%	2%	10%	-2%	0%	-0.7	0	-2%
COc1cccc(C(O)c2nc(-c3ccc4ccccc4c3)cs2)c1 (stereo not drawn)	20%	2%	-4%	-1%	x	-0.2	36	-27%
CCn1c2ccccc2c2cc(NC(=O)C3CCN(S(=O)(=O)c4cccs4)CC3)ccc21	11%	-14%	-8%	4%	2%	-2.0	x	u
COc1ccc(OC)c(NC(=O)CCNC(=O)Cn2cnc3ccccc3c2=O)c1	17%	-3%	-4%	-2%	-1%	0.2	-1	-22%
Cc1[nH]n(C)c(=O)c1[N+](=O)[O-]	4%	-3%	-8%	-8%	-3%	1.0	-19	-2%
CC1(C)CC(=O)C(CCCN2C(=O)c3ccccc3C2=O)C(=O)C1	-3%	0%	8%	-2%	0%	-1.5	x	11%
COc1cc(/C=N/NC(=O)c2ccc(=O)[nH]n2)ccc1O	3%	-21%	-2%	-2%	3%	-0.9	-4	-10%
CC(C)C(=O)N(Cc1cc2ccccc2[nH]c1=O)C(C)(C)C	0%	-7%	3%	u	-1%	-0.4	5	0%
Cc1nc2cc(NC(=O)CS(=O)(=O)c3ccccc3)ccc2s1	-24%	-16%	-24%	-7%	1%	1.4	15	-15%
COc1ccc(Cl)c(-c2cc(C(=O)Nc3ccc(F)cc3)[nH]n2)c1	-3%	3%	8%	0%	x	-0.5	7	4%
COC(=O)c1[nH]c(C)c(/C(O)=C2\C(=O)C(=O)N(CCN(C)C)C2c2cccc(OC)c2OC)c1C (stereo not drawn)	-2%	-2%	-1%	-8%	0%	-2.4	x	-5%
CC(C)c1cc(C(N)=O)c(NC(=O)c2cccc(COc3ccc(Cl)cc3)c2)s1	9%	-21%	6%	-3%	-17%	2.5	-3	-9%
COc1ccc(CC(=O)Nc2cccc(S(=O)(=O)N3CCCC3)c2)cc1OC	4%	-1%	-2%	4%	0%	-5.9	-3	14%
O=C(OCCN1CCOCC1)c1ccc2c(c1)OCCO2	3%	9%	-10%	-8%	x	-0.5	3	-2%
Cn1c(=O)c2cc(NC(=O)CCc3ccccc3)ccc2n1Cc1cccc(C(F)(F)F)c1	0%	2%	-2%	-2%	x	-2.6	0	-3%
Brc1ccc(OCCCCCN2CCOCC2)cc1	0%	-2%	-3%	-8%	u	-2.3	8	-5%
Cn1c(NCc2ccncc2)nc2cc(-c3ccsc3)sc2c1=O	-18%	6%[57.1 µM]	7%	-4%	x	1.5	-5	-19%
O=C(CN1CCCC1)Nc1ccc(OC(F)(F)F)cc1	-17%	-3%	-5%	0%	3%	0.6	3	-1%
COc1ccc(-n2nc(C(=O)NCC(=O)N3CCN(c4ccccn4)CC3)c3ccccc3c2=O)c(OC)c1	-8%	3%	1%	-2%	x	-1.7	5	4%
CCCNC(=O)c1cc2c(c(-c3cccc(-c4cc5ccccc5o4)c3)n1)[C@H](CCO)N(C(=O)NC(C)C)C2	-13%	-3%	-16%	-7%	x	-1.7	10	-19%
CCc1ccc(OCC(=O)N/N=C(\C)c2ccc3c(c2)OCCO3)cc1	12%	-5%	-3%	-1%	2%	-0.4	6	-8%
The results go on:
SMILES	EPAC1 ag	WRN inhibitor	EPAC2 antag	PLK1 PBD block	MmCpn inh	CCT chaperon mod	PI5P4Ka inh	EPAC1 antag
N#CC[C@H](c1ccccc1)N1CCN(Cc2ccccc2)CCC1=O	5%	10%	-2%	-11%	-3%	-18	-1	-10%
CC(C)(C)c1ccc(C(=O)Nc2nnc(SCC(=O)NCC3CCCO3)s2)cc1 (stereo not drawn)	4%	5%	-12%	-9%	1%	-2.2	2	-3%
COC(CNC(=O)CNC(=S)N(CCCN1CCOCC1)Cc1cccs1)OC	1%	-3%	-4%	-6%	0%	0.4	1	-22%
Cc1nc([N+](=O)[O-])c(SCC(N)=O)n1Cc1ccccc1	2%	-2%	-2%	-6%	4%	-1.1	-4	2%
CCN(CC)c1nc(NN)nc(Nc2ccc(C)c(Cl)c2)n1	6%	-16%	-4%	-4%	x	-0.2	7	1%
Cc1nnsc1NC(=O)OCc1ccc(C(F)(F)F)cc1	-7%	-9%	6%	-5%	-1%	1.0	11	-9%
Cc1nn(-c2ccccc2)c(C)c1C(=O)OCC(=O)N1CCN(S(=O)(=O)c2ccccc2)CC1	-7%	5%	9%[57.1 µM]	-3%	0%	-4.0	-2	9%
Cc1ccc(CN2CCC[C@]3(N[C@H](c4ccccc4)[C@@H]4C(=O)N(Cc5ccccc5)C(=O)[C@@H]43)C2=O)cc1	-19%	-3%	-4%	-11%	x	0.9	2	11%
CCOC(=O)CNC(=S)N(Cc1cccs1)C1CCCCC1	13%	-2%	-6%	0%	1%	1.0	4	1%
O=C(O)C(C1CCCCC1)C1(O)CCCC1 (stereo not drawn)	12%	-23%	3%	-10%	x	-2.6	-8	-2%
Cc1ccc(-c2nc3[nH]c(=O)cc(NC(=O)c4cccs4)n3n2)cc1	-5%	-2%	8%	-13%	0%	0.7	-15	-4%
O=c1c2cnn(-c3ccc(F)cc3)c2ncn1Cc1ccccc1	7%	-6%	0%	0%	0%	-2.6	2	-10%
CN(C(=O)COc1ncnc2ccccc12)C1CCCCC1	-5%	-24%	16%	-15%	3%	1.2	1	-1%
CN(C)c1ccc(-c2ccnc3c2CC(C)(C(=O)NCc2cccs2)O3)cc1 (stereo not drawn)	9%	-7%	8%	6%	x	-2.8	-1	-2%
Cc1nc2c(n1O)CCC/C2=N\O	2%	-2%	4%	-2%	2%	-2.3	-7	-9%
CN(C)CCCN(C(=O)c1cc2cc([N+](=O)[O-])ccc2s1)c1nc2cc3c(cc2s1)OCCO3	19%	u	50µM*	-6%	1%	-0.6	-69*	u
Cc1cc(SCC(=O)N/N=C/c2ccccc2C(=O)O)c(C)cc1Br	0%	4%	-16%	-28%	2%	-1.1	4	5%
C[C@@H]1CN([C@H](C)CO)C(=O)CCCn2cc(nn2)CO[C@H]1CN(C)S(=O)(=O)c1cccs1	1%	-11%	8%	-17%	x	-1.1	-5	-2%
CCCCCCn1c(=O)[nH]c2nc3cc(N)ccc3nc2c1=O	16%	-32%[57.1 µM]	35%[activator]	u	-6%	-0.5	u	-8%
CCOc1ccc(NC2=NCCC(=O)N2Cc2cccs2)cc1	-4%	2%	12%	-7%	1%	0.2	0	4%
CC1Cc2ccccc2N1S(=O)(=O)c1cccc(C(=O)NCCCO)c1 (stereo not drawn)	0%	2%	7%	-2%	1%	0.0	-4	17%
CCOc1nnc(C)c2c(C)n(-c3cccc(Cl)c3)nc12	2%	2%	13%	31%[activator]	3%	0.3	4	-3%
Cc1cccc(CC(=O)Nc2ccc(C(=O)N3CCCCC3)cc2)c1	-6%	2%	-11%	-9%	1%	2.5	1	-6%
Cc1ccc2cc(CN(CC3CCCO3)C(=S)Nc3ccccc3)c(=O)[nH]c2c1C (stereo not drawn)	0%	-5%	0%	1%	-5%	1.5	1	1%
COc1cccc(Nc2nnc(SCC(=O)Nc3sccc3C(N)=O)s2)c1	-16%	-5%	-1%	-10%	-10%	-0.4	-52*	-12%

Molecules listed so far containing bromine (2):
SMILES	EPAC1 ag	WRN inhibitor	EPAC2 antag	PLK1 PBD block	MmCpn inh	CCT chaperon mod	PI5P4Ka inh	EPAC1 antag
Brc1ccc(OCCCCCN2CCOCC2)cc1	0%	-2%	-3%	-8%	u	-2.3	8	-5%
Cc1cc(SCC(=O)N/N=C/c2ccccc2C(=O)O)c(C)cc1Br	0%	4%	-16%	-28%	2%	-1.1	4	5%

Additional results follow.
SMILES	EPAC1 ag	WRN inhibitor	EPAC2 antag	PLK1 PBD block	MmCpn inh	CCT chaperon mod	PI5P4Ka inh	EPAC1 antag
Cc1cc(NS(=O)(=O)c2ccc(NC(=O)COc3ccccc3C(C)C)cc2)no1	-21%	-4%	-21%	-11%	-16%	-1.2	1	-24%
COc1ccc(Cl)cc1N1CCN(CCNC(=O)Nc2ccccc2C)CC1	3%	-11%	-3%	0%	1%	-2.9	2	-20%
COc1cccc(NC(=O)NCCN2CCCCC2)c1	1%	8%	8%	6%	-3%	1.5	3	-2%
Cc1ccc(CNC(=S)N(C)C)cc1	-4%	2%	-2%	-3%	-2%	-2.2	-1	2%
Cc1csc(CNC(=O)C2CCC(=O)N(CCc3cccc(F)c3)C2)n1 (stereo not drawn)	0%	-15%	12%	2%	-1%	-0.6	2	-1%
COc1ccc(CCN2C(=O)CSCC2(C)C(=O)Nc2ccc3c(c2)OCCO3)cc1OC (stereo not drawn)	-5%	4%	0%	0%	x	x	5	11%
O=C(N/N=C/c1ccncc1)c1cc([N+](=O)[O-])cc([N+](=O)[O-])c1O	-6%	-21%[57.1 µM]	7%	-17%	-2%	-3.4	u	-8%
Cc1ccc(S(=O)(=O)Nc2cc(C(C)C)c(O)cc2C)cc1	0%	-9%	-8%	2%	-4%	0.6	0	0%
COCC(C)n1c(SCC(=O)NC(=O)Nc2ccc3c(c2)OCCO3)nc2ccccc2c1=O (stereo not drawn)	16%	-11%[57.1 µM]	-2%	-3%	-1%	2.4	x	-4%
